Shiga toxin inh: inhibitors of Shiga toxin in Vero cells. Vero cells, Shiga toxin protein synthesis inhibition reporter. inhibition, % at 38.7 µM. 290,000 tested, 9.2% active. AID 2315; in the data active = inhibition mostly above about 28%, no sharp cut-off; inactive = mostly below about 43%; also: 0% is about no effect
LmPK inhibitor: inhibitors of Leishmania mexicana pyruvate kinase; 290,000 tested, 0.37% active; Potency, µM (titrated, usually from 57.5 µM), inactives show at the top dose activity change, negative = inhibition, most hits filed as inhibitors; AID 1721; purified LmPK, Kinase-Glo ATP luminescence, 1 h; Q27686; also: potency is read from the fitted curve at half-maximal effect; % is scaled to controls: 0 for no effect and ±100 for the full control effect
Target sequence (Q27686 whole entry, looked up): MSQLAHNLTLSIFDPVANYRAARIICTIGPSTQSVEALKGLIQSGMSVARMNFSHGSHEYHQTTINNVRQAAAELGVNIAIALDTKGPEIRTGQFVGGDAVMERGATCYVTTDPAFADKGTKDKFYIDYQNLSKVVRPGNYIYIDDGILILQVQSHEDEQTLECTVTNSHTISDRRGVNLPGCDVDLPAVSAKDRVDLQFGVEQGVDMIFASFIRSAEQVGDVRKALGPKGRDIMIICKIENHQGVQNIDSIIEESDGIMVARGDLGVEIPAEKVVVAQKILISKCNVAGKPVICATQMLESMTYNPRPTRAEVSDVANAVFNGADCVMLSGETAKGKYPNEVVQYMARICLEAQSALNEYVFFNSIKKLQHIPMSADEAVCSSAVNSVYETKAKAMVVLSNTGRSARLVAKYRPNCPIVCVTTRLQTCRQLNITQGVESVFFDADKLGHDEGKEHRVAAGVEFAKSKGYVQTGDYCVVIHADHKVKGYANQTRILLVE
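Pyruvate kinase activity monitored as ATP production (luciferase luminescence). Conditions: 0.1 nM enzyme, 0.5 mM PEP, 0.1 mM ADP, 1 h, RT; normalized against uninhibited and no-enzyme wells.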
Pf growth 96h: inhibits malaria parasite growth, 96 h | P. falciparum luciferase reporter growth, 96 h | 320,000 tested, 6.9% active | Potency, µM (top dose mostly 28.7 µM), for the others: at the top dose activity change, negative = inhibition, usual class: inhibitors; also: potency is read from the fitted curve at half-maximal effect; % is scaled to controls: 0 for no effect and ±100 for the full control effect
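Compounds incubated with erythrocytes infected by luciferase-expressing P. falciparum (2% hematocrit, 0.05% parasitemia final) for 96 hours, 37 C in 5% CO2. Growth inhibition scored as decreased luciferase luminescence.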
AMA1-RON2 inh: inhibitors of Plasmodium falciparum AMA1-RON2 interaction | AlphaScreen AMA1-biotinylated RON2 peptide binding | Potency, µM (highest dose often 58.2 µM), inactives show at the top dose activity change, negative = inhibition, most hits filed as inhibitors | 360,000 tested, 0.2% active | AID 720542;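 also: potency is read from the fitted curve at half-maximal effect; 0% = vehicle wells and -100% = peptide control; nearly all actives have a fitted effect of over 45% in size; some results filed as inactive show a strong effect at the top dose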
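AMA1 (3D7) with his tag at 25 nM final met compounds first, then biotinylated RON2 peptide at 25 nM; detection used donor plus acceptor beads, 10 µg/mL apiece, read by AlphaScreen after 30 min at room temperature.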
Cycloheximide cs: counter-screen for Shiga toxin inhibitors: cycloheximide protein synthesis inhibition | cell reporter, cycloheximide protein synthesis inhibition counterscreen | AID 2314 | 300,000 tested, 12% active | max response, %; in the data active = max response mostly above about 13%, no sharp cut-off; inactive = mostly below about 14%; also: read at 38.3 µM for the half of the compounds with a filed dose; 0% is about no effect
Tb PYK inh: T. brucei pyruvate kinase inhibition. 410,000 tested, 0.12% active. Q57TT1. TbPYK enzyme, Kinase-Glo Plus ATP luminescence, 45 min. Potency, µM (doses to about 76.8 µM), for inactives: at the top dose activity, negative = inhibition, actives largely listed as inhibitors; also: potency is read from the fitted curve at half-maximal effect; % is scaled to controls: 0 for no effect and ±100 for the full control effect; nearly all actives have a fitted effect of over 50% in size
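Activity of T. brucei pyruvate kinase was followed by Kinase-Glo Plus luminescence after the enzyme reacted 45 min at room temperature with 130 uM ADP (final) and substrate. Test compounds were added before ADP at multiple concentrations.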
Pf growth 48h: P. falciparum growth inhibition at 48 hours (one generation); P. falciparum luciferase growth in erythrocytes, 48 h; 310,000 tested, 5.9% active; Potency, µM (top dose mostly 28.7 µM), without a hit: at the top dose activity change, negative = inhibition, most hits filed as inhibitors; also: potency is read from the fitted curve at half-maximal effect; % is scaled to controls: 0 for no effect and ±100 for the full control effect
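Read-out is firefly luciferase luminescence from an integrated reporter in P. falciparum, so falling signal marks reduced parasite growth. Infected erythrocytes were at 2% hematocrit and 0.1% parasitemia (final) in Albumax-supplemented RPMI 1640.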
An asterisk follows results filed as active; i = inactive; ? = inconclusive; nt = not tested or not shown; & = joins results of further samples; [ ] = remark or other dose. Unless noted, calls follow the shape of the dose curve; as a rule, active = well fitted curve in the direction sought with a large enough effect; inconclusive = small, poorly fitted or top-dose-only effect, or another doubt; inactive = no such curve, though single readings can be large; an effect the other way counts as inactive or inconclusive.

SMILES | Shiga toxin inh | LmPK inhibitor | Pf growth 96h | AMA1-RON2 inh | Cycloheximide cs | Tb PYK inh | Pf growth 48h
COc1cc(C(=O)Nc2nnc(CC(=O)N3CCOCC3)s2)cc(OC)c1OC | 7 | -4% | ? | -14% | -5 | -2% | 17%
CSc1ccc(S(=O)(=O)NCC(=O)OC2CCOC2=O)cc1[N+](=O)[O-] (centres undefined) | nt | nt | 14% | 2% | nt | -3% | 5%
O=C(O)c1cccc(-n2cccc2/C=C\[N+](=O)[O-])c1 | -7 | 16% | ? | 11% | -3 | -18% | ?
O=C(O)CSc1sc(=S)sc1SCC(=O)O | -12 | 3% | ? | 12% | -3 | ? | 13%
CCCS(=O)(=O)N1CCN(C(=O)c2ccc(-c3ccccc3)cc2)CC1 | -11 | 6% | ? | 4% | 1 | -3% | nt
S=C(NCCC1=CCCCC1)Nc1ccc(Cl)cc1 | 63* | 3% | ? | -1% | 44* | 3% | -1%
O=C(C1CCC(CNS(=O)(=O)c2cccc3cccnc23)CC1)N1CCc2ccccc21 (centres undefined) | 3 | -2% | ? | -25% | -7 | -5% | nt
CCN(CC)CCn1cnc2c1c(=O)[nH]c(=O)n2Cc1ccccc1 | -13 | -3% | ? | 0% | -9 | 5% | 12%
O=C(Cc1ccc(Cl)cc1)NCCS(=O)(=O)N1CCN(c2ccccc2)CC1 | nt | nt | ? | -1% | nt | -5% | -11%
CCCc1ccc2oc(C(=O)N3CCN(c4cnccn4)CC3)c(C)c2c1 | 6 | 0% | 35%[activator] | -3% | 12* | 2% | ?
CCN1CCN(C(=S)c2ccc(Cl)c(Cl)c2)CC1 | -7 | -2% | -17% | -16% | -4 | ? | nt
COc1cccc(NS(=O)(=O)c2ccc3[nH]cc(C(=O)NCCN4CCOCC4)c(=O)c3c2)c1 | 11 | 5% | 7% | -1% | -6 | 1% | 13µM*
O=C(O)CCc1nc(-c2ccc(Cl)cc2)no1 | -23 | -8% | nt | 22% | -8 | 2% | 19%
O=S(=O)(NCc1cccs1)c1cccc(S(=O)(=O)N2CCCCC2)c1 | -1 | 4% | 115%[activator] | 2% | -2 | 9% | -13%
COc1ccc(F)cc1C(=O)C1CCCN(C(=O)Cc2c(C)noc2C)C1 (centres undefined) | 0 | 4% | -31% | 5% | -2 | -1% | 30%[activator]
O=C(COc1ccc(S(=O)(=O)N2CCCCC2)cc1)NCC1CCCO1 (centres undefined) | -5 | 2% | ? | -1% | -2 | 1% | -14%
O=C1CSC(c2cn(-c3ccccc3)nc2-c2cc3ccccc3oc2=O)N1Cc1ccccc1 (centres undefined) | -3 | 16% | -1% | 0% | -3 | -5% | nt
Nn1c(SCc2cn3cc(Cl)ccc3n2)nnc1-c1ccncc1 | -2 | 8% | 2% | 0% | 2 | -1% | -3%
COc1ccc(-n2ncc3c(=O)n(Cc4c(F)cccc4Cl)cnc32)cc1 | 26 | 1% | 134%[activator] | -8% | 7 | -14% | 28%
COc1cc(OC)c2c(-c3cccc(-c4ccc(C(F)(F)F)cc4)c3)cc(=O)oc2c1 | i | nt | nt | 11% | -2 | -8% | nt
O=C(c1ccc2c(c1)OCO2)N1CCCC1 | 48 | 1% | 107%[activator] | 17% | 9 | 2% | -7%
CN(CC(=O)Nc1ccc(F)cc1)C(=O)COC(=O)Cc1cccs1 | nt | nt | 2% | -8% | nt | -3% | 4%
Cc1ccc(S(=O)(=O)Nc2cc(=O)[nH]c(SCc3ccccc3Cl)n2)cc1 | -27 | -1% | 0% | -5% | -2 | -2% | -5%
O=[N+]([O-])c1ccc(CCn2ccnc2)cc1 | -8 | 1% | 18% | -4% | -5 | 4% | 0%
COc1cccc(/C=C/C(=C2/C(=O)N(c3ccccc3)N=C2C)c2ccc(Br)cc2)c1OC | -8 | -3% | -14% | 9%[2.32 µM] | -8 | 0% | 6%

One compound at a time, from the list above. Values in the order: Shiga toxin inh, LmPK inhibitor, Pf growth 96h, AMA1-RON2 inh, Cycloheximide cs, Tb PYK inh, Pf growth 48h
Record of S=C(NCCC1=CCCCC1)Nc1ccc(Cl)cc1 → 63*, 3%, ?, -1%, 44*, 3%, -1%
Record of CCCS(=O)(=O)N1CCN(C(=O)c2ccc(-c3ccccc3)cc2)CC1 → -11, 6%, ?, 4%, 1, -3%, nt
Record of O=C(O)c1cccc(-n2cccc2/C=C\[N+](=O)[O-])c1 → -7, 16%, ?, 11%, -3, -18%, ?

Next section.
SMILES | Shiga toxin inh | LmPK inhibitor | Pf growth 96h | AMA1-RON2 inh | Cycloheximide cs | Tb PYK inh | Pf growth 48h
CCCCCCCCOC(=O)CCc1c(C)[nH]c(=S)[nH]c1=O | 26 | -3% | 38%[activator] | 25% | -1 | -3% | ?
O=C(Nc1cccc(F)c1)c1coc(=O)c(Br)c1 | -10 | 0% | 6% | -21% | 22* | 6% | -21%
Cc1cccc(-n2nnc(C(=O)N3CCc4ccccc4C3)c2N)c1 | 55* | -8% | 23% | 5% | 29* | -8% | 47%[activator]
O=C(COc1ccc2c3c(c(=O)oc2c1)CCCC3)NCc1ccccn1 | -2 | -7% | ? | -4% | -9 | 0% | 12%
Cn1c(CC(=O)Nc2ccccc2Cl)nnc1SCC(=O)NC1CCCCC1 | -13 | -1% | 8% | -21% | 1 | -1% | -1%
COc1cccc(C(=O)Nc2ncc3c(n2)CC(C)(C)CC3=O)c1 | 0 | -4% | 15% | -3% | -2 | 2% | 31%[activator]
NC(=O)CCn1c2ccccc2c2ccccc21 | 9 | 2% | 48%[activator] | -4% | 1 | -1% | 4%
COc1ccc(S(=O)(=O)N2CCC(C(=O)NCc3ccncc3)CC2)cc1 | -4 | -1% | 2% | -3% | -3 | -5% | -5%
CCc1c(C)sc(NC(=O)CC#N)c1C#N | -13 | -3% | 0.83µM* | 22% | 4 | -13% | -2%
CCC(=O)c1cn(Cc2ccccc2)c2ccccc12 | -18 | 7% | 210%[activator] | 17% | -2 | 1% | 1%
COc1ccc(C(=O)NCCCN2CCOCC2)cc1 | 22 | -2% | ? | -3% | 16 | -7% | 12%
O=C(N/N=C/c1cccc([N+](=O)[O-])c1)C(=O)N1CCCCCC1 | -28 | -9% | 37%[activator] | 7% | -3 | 1% | 4%
Cc1nn(C)cc1CN(C)C(=O)CCc1nnc(CCC2CCCCC2)o1 | 64 | -3% | 0% | 3% | 11* | 1% | -5%
Cc1ccc(NC(=O)N2CCCC(c3nc(-c4ccc(F)cc4)no3)C2)cc1 (centres undefined) | 60* | 1% | 66%[activator] | -5% | 15 | -7% | 21%
CCOc1ccc(CN(CC)C(=O)c2ccc3c(c2)[nH]c(=O)c(=O)n3CC)cc1OC | -21 | -6% | -25% | 8% | 2 | -5% | -32%
C[C@H]1CN(CCc2ccccc2)C(=O)[C@@H]1CC(=O)NCc1ccccc1 | 23 | -2% | 44%[activator] | -1% | 12 | -4% | 16%
COc1ccc(NC2CCCN(C(=O)COc3ccc(C)cc3)C2)cc1 (centres undefined) | 16 | 2% | ? | -28% | 1 | 4% | -1%
NC(=O)c1ccc(Nc2ccc3nonc3c2[N+](=O)[O-])cc1 | -17 | -1% | ? | -4% | 6 | 6% | 27%
COc1ccc(C(=O)CSc2nnc(CNC(=O)c3ccco3)n2C)cc1 | -11 | -2% | -24% | -19% | -2 | -1% | -18%
Cc1ccc2nc(COC(=O)CNC(=O)c3ccccc3)cn2c1 | nt | nt | 8% | -9% | nt | 3% | -13%
CC(C)n1c(SCC(=O)N2CCCC2)nc2c1c(=O)n(C)c(=O)n2C | -12 | -1% | -28% | -2% | 2 | 4% | ?
FC(F)(F)c1cccc(-c2nc3nc(Cl)c(Cl)nc3[nH]2)c1 | 102* | ? | -99% | 0% | 50* | 0% | 28%
Cn1cc(C(=O)c2ccc(Cl)cc2Cl)cc1C(=O)N/N=C(\N)COc1ccccc1 | -1 | -2% | nt | -11% | -3 | -1% | ?
C/C(=N\NC(=O)c1nnn(-c2nonc2N)c1CSc1ccc(Cl)cc1)c1ccco1 | -7 | 4% | 1% | 45%[activator] | 10 | -1% | ?
Cc1ccc(NC(=O)OCCN2CCN(Cc3ccccc3)CCC2=O)cc1C | -12 | 7% | -29% | -1% | -6&-2 | 5% | -21%
(continued)
SMILES | Shiga toxin inh | LmPK inhibitor | Pf growth 96h | AMA1-RON2 inh | Cycloheximide cs | Tb PYK inh | Pf growth 48h
COc1ccc(NC(=O)CN(C)C(=O)c2cn(-c3ccccc3)nc2-c2ccc(Cl)cc2)cc1 | nt | nt | ? | -20% | nt | 4% | 10µM*
CN1CCc2c(sc3c2C(=O)NC(c2ccc(-c4cccc(Cl)c4)o2)N3)C1 (centres undefined) | 9 | 8% | 97%[activator] | 55%[activator] | 6 | 1% | ?
CC(C)c1ccc(S(=O)(=O)N2CCN(C(C)C(=O)NC3CCCC3)CC2)cc1 (centres undefined) | nt | nt | ? | -1% | nt | 2% | ?
CC(C)=CCN1CCN(Cc2cnc(-c3ccccc3)s2)CC1CCO (centres undefined) | -10 | -1% | -15% | -3% | -2 | 4% | ?
CCC(=O)N/C(=N\OCc1ccc(F)cc1)c1nonc1NC(=O)CC | -5 | -1% | 36%[activator] | -3% | -1 | 3% | 31%[activator]
Cc1cc(C)c(S(=O)(=O)N2CCN(C(=O)C3COc4ccccc4O3)CC2)c(C)c1 (centres undefined) | nt | nt | 0% | -1% | nt | 0% | ?
O=C(COc1ccc(S(=O)(=O)Nc2ccc(Cl)cc2)cc1)N1CCOCC1 | -29 | -10% | 37%[activator] | -2% | 0 | -9% | -5%
Cc1oc(-c2ccc(Cl)cc2)nc1CN1CCC(C(=O)N2CCN(Cc3ccccc3)CC2)CC1 | -6 | 2% | 34%[activator] | 2% | -5 | -3% | nt
Cc1[nH]c2ccccc2c1-c1csc(N)n1 | 7 | -3% | 175%[activator] | 6% | -3 | -10% | 1%
COc1ccc(CCNC(=O)CS(=O)(=O)Cc2nc(-c3ccccc3Cl)oc2C)cc1OC | 9 | -4% | 30%[activator] | -5% | -3 | -11% | 21%
COCCN1C(=O)N(c2cccc(OC)c2)C(=O)C1CC(=O)Nc1ccc(Cl)cc1 (centres undefined) | -8 | 0% | -23% | 7% | -1 | -9% | ?
Cc1cc(C)c2nc(NC(=O)c3ccc([N+](=O)[O-])o3)sc2c1 | nt | 11% | ? | -2% | -2 | -3% | ?
COc1ccccc1-c1nnc(NC(=O)c2cccc(N3C(=O)CCC3=O)c2)o1 | -11 | 1% | ? | 7% | -1 | -1% | 5%
CCc1ccc(C(=O)CCC(=O)Nc2ccc(OC)c(S(=O)(=O)N3CCCCC3)c2)cc1 | nt | nt | ? | 7% | nt | 3% | -25%
COc1ccc(NC(=O)c2ccc(NCCCN3CCOCC3)c([N+](=O)[O-])c2)cc1 | -8 | -3% | -3% | -24% | 1 | 10% | ?
Cc1ccc(Cl)c2sc(NC(=O)C3=COCCO3)nc12 | 74* | -2% | 119%[activator] | 7% | 27* | -4% | 65%[activator]
O=C(NCCCNC(=O)c1ccccc1Br)c1ccccc1Br | 2 | -9% | 3% | -1% | 4 | 1% | ?
CCCNC(=S)NCCN1CCCCC1 | -3 | -6% | 10% | -11% | -4 | -12% | 7%
Cc1ccc(C(C(=O)Nc2ccc(C(C)C)cc2)N(C)C(=O)c2ccc(=O)[nH]c2)cc1 (centres undefined) | -8 | 15% | 330%[activator] | -6% | -6 | -1% | ?

Screens from PubChem BioAssay.
